Screening data from PubChem.
MsrA act: activates bovine MsrA enzyme; 0.3% of 360,000 active; AID 602163; activation, % at 10.6 µM; purified bovine MsrA, absorbance read-out; in the data active = activation above about 7.5%;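 also: 0% = vehicle and 100% = reference activator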
Tb MetRS inh: blocks T. brucei methionyl-tRNA synthetase activity; AID 624268; 0.4% of 360,000 active; purified T. brucei MetRS, ATP depletion, Kinase-Glo luminescence; inhibition, % at 11.9 µM;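 active = inhibition above a per-plate cutoff of the control wells' mean inhibition plus 3 SD, cut at about 5.5% in these data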;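 also: 0% = DMSO wells median and 100% = median of wells with control inhibitor compound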
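Assay system: T. brucei methionyl-tRNA synthetase, purified | Medium: HEPES buffer with MgCl2, KCl, DTT, spermine, BSA, pyrophosphatase | Compound: 11.9 µM single point | Incubation: 15 min enzyme-compound preincubation, 2 h reaction, 10 min detection, 25 °C | Measured by: Kinase-Glo luciferase luminescence reporting remaining unconsumed ATP | Measure: % inhibition normalized to control-well medians | Replication: Singlicate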
SKN-1 inh: blocks SKN-1 activity in C. elegans. C. elegans VP596 Pgst-4::GFP/RFP ratio, acrylamide-induced, 24 h. inhibition, % at 21.8 µM. 0.49% of 360,000 active. AID 624304;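 active = interference check ratio from 0.5 to 1.5 plus GFP to RFP signal ratio inhibition reaching or exceeding a fixed threshold, cut at about 30% in these data, passing the limit was not always enough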; also: some compounds called inactive have numbers as strong as hits
MsrA inhibitor: inhibitors of bovine MsrA | purified bovine MsrA, absorbance read-out | inhibition, % at 15.5 µM | 0.75% of 360,000 active; in the data active = inhibition above about 4.5%;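 also: 0% = vehicle wells with enzyme and 100% = reference inhibitor wells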
MLLE-PAM2 inh: blocks PAM2 peptide binding to the PABP1 MLLE domain | AID 588489 | 0.36% of 360,000 active | P11940 | inhibition, % at 20 µM | GST-MLLE / FITC-PAM2 fluorescence polarization; in the data active = inhibition above about 35%, passing the limit was not always enough;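 also: plate controls were DMSO wells with GST-MLLE for no effect and wells lacking GST-MLLE protein for full effect; some results filed as inactive read as strong as hits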
Target sequence (P11940 whole entry, looked up, the tested form may be a part): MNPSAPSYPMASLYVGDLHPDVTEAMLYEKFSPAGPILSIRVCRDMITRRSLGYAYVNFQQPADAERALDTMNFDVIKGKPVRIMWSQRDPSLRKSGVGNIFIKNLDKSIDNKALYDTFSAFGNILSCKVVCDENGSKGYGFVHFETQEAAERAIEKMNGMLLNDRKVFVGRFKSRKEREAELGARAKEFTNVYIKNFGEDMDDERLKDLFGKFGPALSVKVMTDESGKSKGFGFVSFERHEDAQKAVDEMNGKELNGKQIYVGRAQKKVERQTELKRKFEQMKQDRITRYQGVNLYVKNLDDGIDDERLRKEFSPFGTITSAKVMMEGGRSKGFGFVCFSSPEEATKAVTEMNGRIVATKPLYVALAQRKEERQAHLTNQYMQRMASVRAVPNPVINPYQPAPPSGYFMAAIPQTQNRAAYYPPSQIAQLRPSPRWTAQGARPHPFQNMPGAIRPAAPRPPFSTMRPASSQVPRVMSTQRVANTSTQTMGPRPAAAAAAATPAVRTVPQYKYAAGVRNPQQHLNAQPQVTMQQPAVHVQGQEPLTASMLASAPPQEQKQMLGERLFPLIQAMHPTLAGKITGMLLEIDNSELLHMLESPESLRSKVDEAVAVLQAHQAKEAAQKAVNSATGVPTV
NRP1-CendR mod: alters CendR peptide binding to human NRP-1; O14786; FAM-RPARPAR peptide binding to NRP-1, fluorescence polarization; inhibition, % at 25 µM; 0.85% of 360,000 active;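 active = inhibition or corrected inhibition above about 18%, plus a signal ratio from 0.5 to 1.5, limit read from the data, passing the limit was not always enough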; also: strong numbers were not always called active
MT1-MMP act inh: MT1-MMP (human) activation inhibition. P50281. 0.061% of 360,000 active. GFP/RFP ratio change, % at 20 µM. HT1080 RFP-PRO-GFP cells, GFP/RFP ratio fluorescence, overnight; percent of plate control window, DMSO zero. AID 651647;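 active = GFP/RFP ratio change of at least 30% with cell ATP level not reduced by more than half and red fluorescence within 50% of control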; also: strong numbers were not always called active
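Test system: HT1080 RFP-PRO-GFP cells; Benchmarks: DMSO and RFP-L50D-GFP cell wells; Timing: cells overnight before dosing, compound overnight, 37 °C, 5% CO2; Compound: one 20 µM compound dose with 1% DMSO; Read-out: GFP/RFP fluorescence ratio.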
FAS-TE inh: FAS thioesterase (human) inhibition; P49327; recombinant FAS-TE, OMFH fluorogenic substrate, fluorescence endpoint; inhibition, % at 15 µM; 0.67% of 360,000 active; AID 602261;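 active = compounds whose normalised, plate-corrected inhibition of enzyme fluorescence in the single-dose primary screen is 50% or more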;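 also: 0% = DMSO with enzyme and 100% = substrate without enzyme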
eLon inh: E. coli protease La inhibition | purified E. coli Lon protease, fluorescence polarization | AID 602123 | inhibition, % at 7.94 µM | 0.42% of 360,000 active | P0A9M0; in the data active = inhibition above about 13%, passing the limit was not always enough;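 also: 0% = enzyme with probe and DMSO and 100% = no enzyme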
* marks the source's active call; other numbers are inactive results; . = not tested or not shown; & = joins results of further samples.

SMILES	MsrA act	Tb MetRS inh	SKN-1 inh	MsrA inhibitor	MLLE-PAM2 inh	NRP1-CendR mod	MT1-MMP act inh	FAS-TE inh	eLon inh
Cc1cc(C)n(CC(=O)NNC(=O)CCNC(=O)c2ccccc2Cl)n1	-12	0.2	1	-1.1	-3	-9	-1	-9	3
O=C(COC(=O)COc1ccc(Cl)cc1)NC1CCS(=O)(=O)C1 (stereo unspecified)	-8	-0.3	0	0.1	-3	-4	3	-4	1
Cc1nc(N=Nc2ccc(O)cc2)n[nH]1	-4	-1.9	-12	2.9	-6	13	2	-3	-7
CC(=O)N1N=C(c2ccc(Cl)cc2)OC12CCCC2	-4	-0.4	8	2.8	2	7	1	6	-2
Cc1ccc(NC(=O)c2cc(-c3ccco3)nc3ccccc23)cc1S(=O)(=O)N1CCOCC1	0	-0.6	-4	2.2	-5	-22	-1	13	3
Cc1cc(NC(=O)COC(=O)c2cc(S(=O)(=O)N(C)C)ccc2Cl)no1	-3	-0.2	8	0.3	6	29*	3	-4	-4
COc1ccccc1OCC(=O)O	3&2	-0.7&-1.1	10&2	0.4&0.3	-3&18	-7&-10	3&5	-7&-3	11&6
Cc1cccc(N(Cc2cc(=O)[nH]c3ccccc23)C(=O)C(C)C)c1	0	0.2	0	0.8	9	-6	-1	-2	0
Cc1ccc(N=C2S/C(=C/c3cccc(OCC(=O)O)c3)C(=O)N2C)cc1C	-12	-1.5	3	3.0	-11	-4	-1	-19	0
CNc1c(NC(=O)c2ccc3c(c2)OCO3)c(=O)oc2ccccc12	-3	-0.1	17	0.1	-9	3	3	-6	5
C=CCN(c1ccc(C(=O)Nc2cc(C)cc(C)c2)cc1)S(C)(=O)=O	-2	-0.3	4	1.4	-15	-10	4	1	-5
Cc1ccc(S(=O)(=O)/N=C(/c2ccccc2)N(C)c2ccc(O)cc2)cc1	-5	-0.1	12	2.1	-7	-13	-8	-4	-9
O=c1c2c3c(sc2nc2n1CCC2)CCCCC3	1	-0.5	8	0.4	-9	-6	1	2	-2
COCCNC(=O)C1(C)CCCN(Cc2cccc(F)c2)C1 (stereo unspecified)	-7	-0.4	4	-1.4	-8	1	1	-5	-3
COC(=O)CCN(C)CCC(=O)OC	-10	-1.2	-13	-0.5	-5	-11	0	-5	-3
CN(Cc1ccccc1)C(=O)C(C(=O)c1ccc(F)cc1)n1cc(Cl)ccc1=O (stereo unspecified)	-2	-0.3	-7	1.0	5	-1	-3	28	6
CCN(CC(=O)NCc1cccs1)C(=O)COc1ccc(C(N)=O)cc1	-3	-0.4	-18	-0.1	-2	2	-1	-10	-1
CCOc1ccc(NC(=O)CN2C(=O)CSc3ccc(S(=O)(=O)N4CCOCC4)cc32)cc1	2	-0.1	6	-0.4	0	11	-2	4	-14
Cc1ccc(C(=O)N/C(=C\C=C\c2ccccc2)C(=O)NCc2ccco2)cc1	-4	-0.7	6	3.1	-11	3	8	26	-4
O=C(Nc1ccc(F)cc1)C(c1ccccc1)N1CCN(S(=O)(=O)c2c(F)cccc2F)CC1 (stereo unspecified)	-4	-0.1	18	0.1	-3	-7	-3	33	5
COC(=O)[C@]1(Cc2ccccc2)N[C@H](CN(C)C(=O)c2ccc(C)cc2)[C@@H]2C(=O)N(Cc3ccccc3)C(=O)[C@@H]21	0	-1.2	-1	-0.9	-2	-3	4	8	-5
O=C(Nc1ccc(O)c(-c2nc3ccccc3o2)c1)C1(c2ccc(Cl)cc2)CCCC1	-5	-0.4	-7	0.8	-3	2	-6	24	-5
CCC(=O)Nc1ccc(/C(C)=N\NC(=O)c2ccc(OC)cc2)cc1	-1	-0.7	17	0.3	-2	9	5	-13	-12
O=C(Nc1ccccc1O)c1cccc(S(=O)(=O)N2CCOCC2)c1	-1	-0.5	-4	0.9	1	-3	3	-4	-5
COc1ccc(C(=O)COC(=O)CNC(=O)c2ccccc2)cc1F	-2	-0.1	13	-1.0	2	-11	-3	1	-8

Quoted at random: three records from the list.
SMILES	MsrA act	Tb MetRS inh	SKN-1 inh	MsrA inhibitor	MLLE-PAM2 inh	NRP1-CendR mod	MT1-MMP act inh	FAS-TE inh	eLon inh
Cc1ccc(C(=O)N/C(=C\C=C\c2ccccc2)C(=O)NCc2ccco2)cc1	-4	-0.7	6	3.1	-11	3	8	26	-4
CC(=O)N1N=C(c2ccc(Cl)cc2)OC12CCCC2	-4	-0.4	8	2.8	2	7	1	6	-2
CNc1c(NC(=O)c2ccc3c(c2)OCO3)c(=O)oc2ccccc12	-3	-0.1	17	0.1	-9	3	3	-6	5

The list continues:
SMILES	MsrA act	Tb MetRS inh	SKN-1 inh	MsrA inhibitor	MLLE-PAM2 inh	NRP1-CendR mod	MT1-MMP act inh	FAS-TE inh	eLon inh
O=C(O)c1cc2nc3c(c(C(F)(F)F)n2n1)CCc1ccccc1-3	-2	-0.3	4	1.7	-5	11	0	1	10
CCN1CCN(C(=O)/C=C/c2ccccc2[N+](=O)[O-])CC1	-2	-0.2	2	1.8	12	9	-2	-10	3
CS(=O)(=O)N(CC(=O)N1CCOCC1)c1cccc(Cl)c1	-4	-0.3	3	1.3	-122	11	-6	-8	-5
COc1ccccc1/C=N/Nc1nncc2ccccc12	-9	-0.8	-3	3.5	-7	4	2	7	-1
C[C@H]1CN(S(=O)(=O)C(C)(C)C)[C@H](CCO)/C1=C\c1ccccc1	-7	-0.8	-13	-0.2	1	4	4	-10	-3
COC(=O)c1ccc2c(c1C(=O)OC)CN(S(=O)(=O)C(C)(C)C)[C@H]2CCO	1	0.0	7	0.7	13	5	-1	-8	4
COc1ccc(CCNC(=O)C(C)OC(=O)c2cccs2)cc1OC (stereo unspecified)	-8	-0.4	4	0.6	-6	11	-5	-5	-9
Nc1nc(Nc2ccccc2F)nc(N2CCCC2)c1[N+](=O)[O-]	-3	-0.6	35	3.0	3	4	-4	8	-3
CCOc1ccc(-c2nnc3sc(COc4ccccc4)nn23)cc1	-1	0.0	-12	0.9	-2	-1	0	-2	3
CCC(CC)C(=O)N(C)c1c(C)nc2c(OCCC3CCCCC3)cccn12	-1	0.1	5	-0.3	-3	10	6	12	9
Cc1ccc(C)c2[nH]c(=O)c(CCNC(=O)c3cc4ccccc4o3)cc12	0	0.7	4	-1.1	0	0	-1	11	-6
Cc1nc(SCC(=O)Nc2ccc(C)c(F)c2)c2oc3ccccc3c2n1	-2	-0.6	7	0.1	-12	12	2	-2	2
COc1ccc(-c2oc3ccc(-c4cc(OC)c(OC)c(OC)c4)cc3c2C(=O)c2ccc(OC)nc2)cc1	-3	-0.1	2	-1.4	6	12	-3	14	-4
COC(=O)C1=C(C)N(CCCC(=O)O)C(=O)NC1c1ccccc1OS(=O)(=O)c1ccc([N+](=O)[O-])cc1 (stereo unspecified)	-8	-0.2	-3	0.2	2	-4	-2	-10	6
CC(=O)c1cccc(S(=O)(=O)N2CCC(C(=O)Oc3ccc(-c4nnco4)cc3)CC2)c1	-3	0.0	7	0.4	-23	-3	3	2	-10
CC1(C(=O)NC2CCN(Cc3ccccc3)CC2)CCN1Cc1cc2ccccc2o1 (stereo unspecified)	-2	-0.3	8	-0.3	0	2	-4	1	-10
CCCCCCSc1ccc([C@@H]2[C@@H]3C(=O)N(C)C(=O)[C@@H]3[C@]3(C(=O)OC)CCCCN23)cc1	-1	-0.4	10	1.2	7	7	-8	19	-8
O=C(CCN1C(=O)c2ccccc2C1=O)NNC(=O)c1ccc(Cl)cc1Cl	-7	-0.6	3	1.5	-3	-5	3	-9	-7
CCOc1ccc(NC(=O)CN(C)C(=O)c2cn(-c3ccccc3)nc2-c2cccs2)cc1OCC	-3	-0.3	13	0.2	-15	-4	0	12	1
COc1ccc2[nH]cc(CCNS(=O)(=O)c3ccc(C)cc3)c2c1	-3	-0.2	-11	-1.2	6	-15	1	4	0
CN(C)S(=O)(=O)c1ccc(C(=O)NCCSc2ccccc2)cc1	-1	-0.1	19	0.2	1	5	4	-8	-7
Cc1ccc(S(=O)(=O)N(C)C)cc1NC(=O)C(C)OC(=O)/C=C/c1cccs1 (stereo unspecified)	-2	0.0	2	1.0	1	-5	5	-2	-10
COc1ccc(-c2c(C#Cc3ccsc3)c3ccccc3n2C)cc1	-3	0.1	7	0.5	-12	-9	-3	22	12
CC(C)C(C(=O)Nc1ccc2c(c1)OCO2)N1C(=O)c2ccccc2C1=O (stereo unspecified)	-1	-0.4	-18	-0.8	-3	0	-1	3	-9
O=C1N/C(=C\c2ccc(N3CCOCC3)c(F)c2)C(=O)N1Cc1ccccc1	2	-1.9	18	1.1	-11	10	-1	4	6
SMILES	MsrA act	Tb MetRS inh	SKN-1 inh	MsrA inhibitor	MLLE-PAM2 inh	NRP1-CendR mod	MT1-MMP act inh	FAS-TE inh	eLon inh
CCOC(=O)c1sc2ncnc(N3CCN(C(=O)OCC)CC3)c2c1C	-2	0.0	8	1.4	-1	3	7	-5	-2
CCOC(=O)c1ccc(NC(=O)COC(=O)Cc2csc(-c3ccccc3)n2)cc1	-1	-0.2	-8	-1.2	-14	3	-6	16	-15
COc1ccc(-n2cc(CN[C@H]3CCCCNC3=O)c(-c3cccc(F)c3)n2)cc1	-3	-0.3	-12	0.0	3	-3	1	-2	-7
CSc1ccc(/C=N/NC(=O)COc2ccc(Br)cc2Cl)cc1	-2	-0.7	1	0.3	12	0	6	-12	-4
CC(C)C1(C2CCCC2)NC(=O)NC1=O (stereo unspecified)	-1	0.6	5	-0.2	9	2	0	-7	-8
CC(NC(=O)Cc1ccccc1)C1COc2ccccc2O1 (stereo unspecified)	-3	-0.3	-7	0.1	-12	6	0	-2	-1
COc1ccc(NC(=O)C(C)Sc2nnc(C3CC3)n2C2CC2)cc1 (stereo unspecified)	-3	-0.1	5	0.3	-18	-15	-1	-6	2
CC(C)NC(=O)c1cc(C2CCCCN2C(=O)c2ccccc2)on1 (stereo unspecified)	-1	-0.3	-1	-0.2	25	-8	0	0	-6
CC(OC(=O)c1ccc(S(=O)(=O)NCc2ccco2)cc1)C(=O)Nc1ccccc1 (stereo unspecified)	-8	-0.5	-9	1.0	-3	-5	1	-5	-4
O=C(CNC(=O)c1cccc(-n2cccc2)c1)Nc1ccccc1Br	0	-0.2	4	0.4	-28	-6	0	6	-15
COc1ccc(NC(=O)CN(C)C(=O)c2cc(-c3ccco3)nc3ccccc23)cc1	-4	-0.3	5	1.3	8	-8	7	2	-19
Cc1ccc(NC(=O)c2nc[nH]c2C(=O)NCCCNC(=O)c2[nH]cnc2C(=O)Nc2ccc(C)cc2)cc1	-1	-0.2	-3	.	-8	-10	-3	-10	-8
COC(=O)c1cccc(NC(=S)N2CCCCC2)c1	1	-0.7	0	0.1	-78	10	0	-6	-7
O=C(O)CCN1C(=O)c2ccc(Oc3ccc4c(c3)C(=O)N(CCC(=O)O)C4=O)cc2C1=O	-3	1.5	12	1.7	-6	-4	-3	-7	-4
CN(C)C(=O)c1ccc(-n2nc(C(F)(F)F)c3c2CCCC3)cc1	0	0.1	14	-1.0	-8	11	-1	-6	6
O=S(=O)(NCCSc1ccc(Cl)cc1)c1ccc(F)cc1	-13	-1.4	-19	-0.2	5	2	2	18	1
Cc1cc(C)c(S(=O)(=O)N2CCCCC2CCNC(=O)C(=O)NCc2cccnc2)c(C)c1 (stereo unspecified)	2	-0.4	14	1.3	8	-9	1	-1	-9
